IMPase cell inh: membrane-permeable compound that blocks inositol monophosphatase; 120,000 tested, under 10 active; P97697; AID 901; CHO-M1 cells, IP1 accumulation, HTRF TR-FRET ratio; inhibition (IP1 accumulation), % at 46.1 µM; active = well fitted curve in the direction sought with a large enough effect in the signal ratio, not every such curve was filed as active; inconclusive = small, poorly fitted or top-dose-only effect, or a change in a side signal; inactive = no such curve, though single readings can be large or run the other way; the % refers to the signal ratio;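 note: cells stimulated with carbachol in lithium chloride buffer; plate controls were DMSO basal wells for no effect and reference inhibitor wells for full effect; higher means more IMPase inhibition seen as more IP1 and lower FRET ratio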
Target sequence (P97697 whole entry, looked up): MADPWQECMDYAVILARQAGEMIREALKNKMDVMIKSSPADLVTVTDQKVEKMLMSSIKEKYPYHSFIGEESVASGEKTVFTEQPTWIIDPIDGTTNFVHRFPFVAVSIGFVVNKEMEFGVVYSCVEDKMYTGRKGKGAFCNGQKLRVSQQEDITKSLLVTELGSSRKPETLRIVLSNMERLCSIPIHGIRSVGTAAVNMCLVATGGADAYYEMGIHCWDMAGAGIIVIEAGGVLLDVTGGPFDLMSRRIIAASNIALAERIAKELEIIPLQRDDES
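Seeded CHO-M1 cells were dosed with compound at up to 46 uM, stimulated with carbachol for 30 min, then lysed in IP-One detection reagents. Higher IP1 lowers the TR-FRET signal.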
12-hLO inh: 12-hLO (ALOX12) enzyme inhibition; P18054; purified 12-hLO, xylenol orange hydroperoxide absorbance; Potency, µM (top dose mostly 57.1 µM), without a hit: at the highest dose activity change, negative = inhibition, actives largely listed as inhibitors; actives 0.12% (n = 150,000); AID 1452; note: potency is the fitted concentration of half-maximal effect; nearly all actives have a fitted effect of over 55% in size; many of its hits are not listed in these tables
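Xylenol orange chromogenic assay: hydroperoxide from 12hLO oxidises Fe(II), giving red-shifted Fe(III)-XO absorbance. Conditions: 150 nM enzyme, 40 uM arachidonic acid, 25 mM Hepes pH 7.0, 0.01% Triton X-100, 30 min, room temperature.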
PNC inhibitor: perinucleolar compartment assembly inhibition; PC3M PTB-GFP, PNC prevalence imaging, 16 h; stronger effect = lower value; activity change (PNC), negative = inhibition, % at 10 µM; actives 3.1% (n = 140,000);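 active = readout at or below -70, meaning at least 70% loss of cells showing the perinucleolar compartment, a nuclear body marking cancer cells; inconclusive = readout between -30 and a set limit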;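 note: plate controls were DMSO wells for no effect and camptothecin positive control wells for full effect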
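PC3M cells stably expressing PTB-GFP, 750–1000 cells/well, treated 16 h at 37 °C with compound (23 nl of library stock), in duplicate. After paraformaldehyde fixation and Hoechst stain, imaged at 20x; PNC prevalence scored by image analysis.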
ALOX15B inhib: inhibitors of human 15-lipoxygenase 2 (ALOX15B); actives 0.56% (n = 110,000); purified 15hLO-2, xylenol orange hydroperoxide absorbance; AID 881; Potency, µM (doses to about 57.1 µM), without a hit: at the highest dose activity change, negative = inhibition, most hits filed as inhibitors; note: potency is the fitted concentration of half-maximal effect; nearly all actives have a fitted effect of over 60% in size; many of its hits are not listed in these tables
Target sequence (O15296 whole entry, looked up): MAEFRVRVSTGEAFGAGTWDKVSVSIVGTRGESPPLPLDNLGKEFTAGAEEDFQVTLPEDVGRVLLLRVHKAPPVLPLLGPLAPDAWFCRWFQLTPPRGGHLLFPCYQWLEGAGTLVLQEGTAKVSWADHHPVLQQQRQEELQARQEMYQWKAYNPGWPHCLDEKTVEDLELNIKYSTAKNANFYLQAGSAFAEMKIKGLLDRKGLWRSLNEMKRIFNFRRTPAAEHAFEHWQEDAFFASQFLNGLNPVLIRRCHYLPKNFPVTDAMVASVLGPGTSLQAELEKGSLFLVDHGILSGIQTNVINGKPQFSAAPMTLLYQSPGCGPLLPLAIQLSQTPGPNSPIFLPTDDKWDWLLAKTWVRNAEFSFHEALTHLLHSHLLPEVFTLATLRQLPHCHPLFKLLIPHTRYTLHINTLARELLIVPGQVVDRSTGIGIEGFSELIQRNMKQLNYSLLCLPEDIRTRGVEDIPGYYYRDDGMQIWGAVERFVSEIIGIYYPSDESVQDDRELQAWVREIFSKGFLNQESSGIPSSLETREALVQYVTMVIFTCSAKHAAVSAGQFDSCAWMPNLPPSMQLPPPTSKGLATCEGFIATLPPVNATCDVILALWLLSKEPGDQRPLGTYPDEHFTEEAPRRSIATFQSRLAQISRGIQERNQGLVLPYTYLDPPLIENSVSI
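Enzyme 50 nM, AA 45 uM, 25 mM Hepes pH 7.5 + 0.01% Triton X-100; cpd preinc 15 min RT, rxn 90 min RT; stop/detect with 200 uM XO + 300 uM Fe(II) in 50 mM H2SO4, 30 min; A573/A405.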
* = called active by the depositor; ? = inconclusive; nt = no result given; [ ] = remark or other dose. Unless noted, calls come from the whole dose curve; as a rule, active = well fitted curve in the direction sought with a large enough effect; inconclusive = small, poorly fitted or top-dose-only effect, or another doubt; inactive = no such curve, though single readings can be large; an effect the other way counts as inactive or inconclusive. Unless noted, % is set by controls: 0 for no effect and ±100 for the full control effect.

Each structure is followed by: IMPase cell inh	12-hLO inh	PNC inhibitor	ALOX15B inhib
> Cc1ccc(Cn2cc(SCC(=O)Nc3nccs3)c3ccccc32)cc1
    15	-3%	?	7%
> CCC(CC)C(=O)c1c[nH]c(C(=O)NCCc2ccccn2)c1
    3	1%	-11	-3%
> CCc1c(C)nc2ncnn2c1Nc1ccc(C)c(C)c1
    6	2%	12	nt
> Cc1nc(Oc2ccccc2)c2oc3ccccc3c2n1
    1	-1%	?	13%
> CN1C(=O)c2cccc(NC(=O)Cc3ccccc3)c2C1=O
    1	3%	-23	4%
> CCOC(=O)/C(=N\Nc1ccc(OC)cc1)c1csc(Nc2ccccc2)n1
    1	-11%	?	-24%
> Cc1ccc(C2CC2c2n[nH]c(=S)n2-c2ccc(Cl)cc2)cc1 (stereo unspecified)
    -10	?	-3	?
> O=c1cc(N2CCC3(CC2)OCCO3)[nH]c(=O)n1C1CCCCC1
    -7	1%	-21	-12%
> O=C(CCC(=O)N1CCN(S(=O)(=O)c2ccc(Cl)cc2)CC1)Nc1ccc2ccccc2c1
    nt	-5%	-15	nt
> CCOCCCNC(=O)C(NC(=O)c1cnccn1)c1ccc(C)cc1 (stereo unspecified)
    14	3%	-19	7%
> Cc1nnc(NC(=O)c2sc3nc(-c4cccs4)cc(C(F)(F)F)c3c2N)s1
    -3	-12%	54	-12%
> CCCCN(C(=O)Cn1nnc2ccccc21)C(C(=O)NCCOC)c1cccs1 (stereo unspecified)
    10	-2%	2	nt
> O=C(COC(=O)c1c(Cl)ccc(Cl)c1Cl)NC(=O)NCc1ccccc1
    nt	-5%	?	nt
> CC1(CN2CCC(n3c(=O)[nH]c4ccccc43)CC2)OCc2ccccc2-n2cccc21 (stereo unspecified)
    nt	-3%[0.00818 µM]	nt	42%[activator][0.0915 µM]
> CSCCC(NC(=O)c1ccc(Cl)cc1)C(=O)OCC(=O)c1ccc[nH]1 (stereo unspecified)
    8	-7%	-119*	nt
> Cc1ccc2c(c1)N(CCCC(=O)NCCCN1CCCC1=O)C(=O)CO2
    nt	3%	24	nt
> Cc1ccc2c(c1)NC(=O)C(CC(=O)NC1CCCCC1C)O2 (stereo unspecified)
    4	-6%	?	nt
> CCc1ccc(C(=O)COC(=O)c2ccc(-c3nnc(-c4ccccc4)o3)cc2)cc1
    5	9%	81	-6%
> Cc1nc2ccccc2n1CC(O)COCC1CC=CCC1 (stereo unspecified)
    6	4%	-4	12%
> COCCn1c(SCc2nc3sc(C(=O)OC)c(C)c3c(=O)[nH]2)nc2ccccc21
    9	1%	-29	-21%
> Cc1ccc(N2CN=c3s/c(=C\c4cccnc4)c(=O)n3C2)cc1
    -4	0%	9	-5%
> CSc1ccc(/C=N/NC(=O)c2ccc(O)cc2)cc1
    -8	-2%	-17	nt
> CCc1ccc2c(c1)c(N=NC1=NC(=O)CS1)c(O)n2CC
    -1	-3%	60	-5%
> Cn1c(Cl)nc2ccccc21
    3	5%	-29	-4%
> COc1ccc(-c2noc(N(C)CC(=O)Nc3cccc(C(F)(F)F)c3)n2)cc1
    20	-4%	?	10%
> Cc1sc(-c2ccccn2)nc1OC(=O)c1ccc(Cl)c(Cl)c1
    ?	3%	-19	7%
> O=C(c1cccc(Cl)c1)N1CCN(C2CCCCCC2)CC1
    13	0%	?	-1%
> COc1cccc2c3c(c(C)nc12)CC(C)O3 (stereo unspecified)
    5	-5%	-17	5%
> CC1Oc2ccccc2C=C1/C=C1/SC(N2CCOCC2)=NC1=O (stereo unspecified)
    -1	-25%	19	?
> COc1cc(OC)cc(C(=O)N2CCN(C3CCN(Cc4ccccc4)CC3)CC2)c1
    8	-11%	39	1%
> COc1ccc(/C=N/NC(=O)C2CCN(c3ncc(C(F)(F)F)cc3Cl)CC2)cc1
    4	7%	59	nt
> CCn1nnnc1SCC(=O)Nc1cc(OC)cc(OC)c1
    -2	-2%	-9	-9%
> O=C(O)Cc1cc2ccccc2nc1C(=O)O
    11	3%	nt	11%
> COc1ccc(-n2c(SCC(=O)N3CCc4ccccc43)nnc2-c2c[nH]c3ccccc23)cc1
    nt	0%	15	nt
> CCOC(=O)C1=NNC(C(=O)c2ccc(Cl)cc2)C1c1ccccc1 (stereo unspecified)
    nt	-6%	-4	nt
> CN(C)c1nc2sc3c(c2c(=O)n1C)CC(C)(C)OC3
    3	1%	24	-1%
> Cc1ccc(-n2c(C)cc(/C=N/NC(=O)CN(c3ccc(C)cc3C)S(C)(=O)=O)c2C)cc1
    5	-16%	5	14%
> CCN(CC(=O)N1CCc2ccccc2C1)S(=O)(=O)c1ccc2ccccc2c1
    2	0%	-13	-13%
> CCCCn1c(CCNC(=O)c2cccs2)nc2ccccc21
    8	1%	?	22%
> CCOc1ccccc1NC(=O)C1CC2CCCC(C1)C2=O (stereo unspecified)
    3	2%	14	-6%

Profiles, quoted from the list. Order of values: IMPase cell inh	12-hLO inh	PNC inhibitor	ALOX15B inhib
Record of `CCOC(=O)C1=NNC(C(=O)c2ccc(Cl)cc2)C1c1ccccc1` (stereo unspecified) : nt	-6%	-4	nt
Record of `COc1cccc2c3c(c(C)nc12)CC(C)O3` (stereo unspecified) : 5	-5%	-17	5%
Record of `CSc1ccc(/C=N/NC(=O)c2ccc(O)cc2)cc1` : -8	-2%	-17	nt

Returning to the listing; the four compounds before the break are reprinted first.
SMILES | IMPase cell inh | 12-hLO inh | PNC inhibitor | ALOX15B inhib
Cc1ccc(-n2c(C)cc(/C=N/NC(=O)CN(c3ccc(C)cc3C)S(C)(=O)=O)c2C)cc1 | 5 | -16% | 5 | 14%
CCN(CC(=O)N1CCc2ccccc2C1)S(=O)(=O)c1ccc2ccccc2c1 | 2 | 0% | -13 | -13%
CCCCn1c(CCNC(=O)c2cccs2)nc2ccccc21 | 8 | 1% | ? | 22%
CCOc1ccccc1NC(=O)C1CC2CCCC(C1)C2=O (stereo unspecified) | 3 | 2% | 14 | -6%
c1ccc(CCC2=NCCn3cccc32)cc1 | 6 | -2% | ? | -2%
O=C(Cn1c(=O)c2c(ncn2Cc2ccccc2)n(Cc2ccccc2)c1=O)NC1CC1 | 1 | -3% | -11 | 1%
COCC(=O)Nc1cccc(C(F)(F)F)c1 | -5 | 8% | 11 | 2%
O=C(O)Cc1c[nH]c2ccc(F)cc12 | nt | -4%[11.4 µM] | nt | -1%[11.4 µM]
COc1cc(NS(=O)(=O)c2ccc(NC(=O)/C(=C\c3ccccc3OC)NC(=O)c3ccccc3)cc2)nc(OC)n1 | 0 | -7% | 0 | -2%
CCOC(=O)C1CCN(S(=O)(=O)c2cccc(-c3cn4cc(C)ccc4n3)c2)CC1 | 13 | 3% | 56 | -1%
CC(C)(C)c1ccccc1NC(=S)NCc1ccccc1 | 2 | ? | -30 | nt
O=C(COC(=O)Cc1ccc(Cl)cc1)Nc1cc(S(=O)(=O)N2CCOCC2)ccc1N1CCCC1 | nt | 0% | 5 | nt
COc1cccc(NC(=O)c2nc3nc(C)cc(C(F)F)n3n2)c1 | -6 | -2% | ? | -3%
CC[N+](CC)(CC(=O)Nc1c(C)cccc1C)Cc1ccccc1 | 3[20.6 µM] | 2%[25.6 µM] | nt | 3%[25.6 µM]
CO/N=C(\N)c1ccc([N+](=O)[O-])cc1 | nt | 1% | 29 | nt
CC(C)C(c1nnnn1Cc1ccco1)N1CCN(c2cccc(Cl)c2)CC1 (stereo unspecified) | 10 | -2% | -30 | 16%
COc1cc(C(=O)NCc2nnc(SCC(=O)Nc3nc4ccccc4s3)o2)cc(OC)c1OC | nt | -10% | 3 | nt
COc1ccc(NS(=O)(=O)c2ccc3nc(COc4ccc(Cl)c(C)c4)[nH]c3c2)cc1 | -2 | -13% | -106* | nt
CCN1C(=O)C(C(=O)NC(C)c2ccccc2)C2CC1(C)Oc1ccccc12 (stereo unspecified) | nt | 0% | -4 | nt
CCOC(=O)c1sc2ncnc(NCc3ccco3)c2c1C | ? | -2% | ? | -15%
COc1ccc2ccccc2c1/C=N/NC(=O)CC1(C)OCCCO1 | nt | 4% | 37 | nt
CC(=O)/C(=C\c1ccccc1F)C(=O)c1ccccc1 | nt | -6%[11.4 µM] | nt | -5%[11.4 µM]
CCCc1c(CC)c(=N)c2ccccc2n1C | ? | 5% | 15 | -9%[11.4 µM]
O=C1c2ccccc2S(=O)(=O)N1CC1CC(c2ccc(Cl)cc2)=NO1 (stereo unspecified) | nt | 0% | 56 | nt
CCCCCn1c(SC(C)C(C)=O)nc2c1c(=O)[nH]c(=O)n2C (stereo unspecified) | -1 | -4% | 9 | 1%
O=C(NCC(c1ccc(F)cc1)N1CCOCC1)c1ccc(Br)o1 (stereo unspecified) | 9 | 3% | -2 | -5%
CCn1cc(C(=O)OCC(=O)N(C)C2CCS(=O)(=O)C2)c(=O)c2ccc(C)nc21 (stereo unspecified) | ? | 2% | -24 | -2%
COc1cccc(Cn2c(N)c(C#N)c3nc4ccccc4nc32)c1OC | -3 | ? | ? | ?
CCCCN=C1N/C(=C\c2ccco2)C(=O)N1c1ccccc1 | 5 | -13% | -16 | -21%
C=CC(C1=CC(=O)C(OC)=CC1=O)c1ccc(O)cc1 (stereo unspecified) | nt | -12% | nt | ?
CCN1CCN(C(=O)C(NS(=O)(=O)c2ccc3nc(C)sc3c2)C(C)C)CC1 (stereo unspecified) | 5 | -1% | 35 | -4%
O=C(COC(=O)C(Cc1ccccc1)NC(=O)c1ccc(Cl)cc1)c1ccc(Cl)cc1 (stereo unspecified) | nt | 2% | -1 | nt
CC(C)COc1ccc(C(=O)Nc2scc(-c3ccc(Cl)cc3Cl)c2C(N)=O)cc1 | 3 | 0% | 42 | 7%
COc1cc(OC)cc(C(=O)N(Cc2cc3cc(C)ccc3[nH]c2=O)C(C)C)c1 | 4 | -15% | ? | 3%
COc1ccc(CCNc2oc(COc3ccccc3)nc2C#N)cc1 | 6 | -12% | 19 | -3%
O=C(CSc1nc2ccccc2[nH]1)Nc1nc(-c2ccc(Br)cc2)cs1 | nt | -4% | 19 | nt
CCc1nnc(NC(=O)c2ccc(S(=O)(=O)N(CCOC)CCOC)cc2)o1 | -11 | -1% | -12 | -4%
O=C(COC(=O)c1cccc(S(=O)(=O)NCc2ccccc2)c1)Nc1ccccc1OC(F)F | 0 | -3% | -1 | -5%
COc1ccc(CN=C(Nc2ccccc2)SC2CC(=O)N(C)C2=O)cc1 (stereo unspecified) | nt | -5% | 24 | nt
Cc1[nH]c(=O)[nH]c1CN1CCCCC1 | -1 | -4% | 6 | -5%
Cc1ccc(N=Nc2c(N)n(-c3ccccc3)[nH]c2=O)cc1 | -2 | 3% | 28 | -10%
Cn1c(=O)c2c(nc(SCC(=O)N3CCc4ccccc4C3)n2C)n(C)c1=O | 6 | 3% | ? | 3%
Cc1cccc(Nc2nnc(SCc3cn4ccsc4n3)s2)c1 | 7 | -8% | 36 | 43%[activator]
CCN1CCN(Cc2c(O)ccc3c(=O)c(-c4ccc(OC)c(OC)c4)c(C)oc23)CC1 | -3 | -10% | -5 | 23%
